V-ATPase pHluor: yeast V-ATPase proton transport regulation by pHLuorin | S. cerevisiae, pHLuorin cytosolic pH fluorescence | response, % at 10 µM | 350,000 compounds, 0.37% hits | AID 504577; in the data active means response mostly above about 7.3%, no sharp cut-off; inactive means mostly below about 5.4%; further: actives read high; inactives centre near 0; some compounds called inactive have numbers as strong as hits; reference of the scale not given here
Rtt109 HAT inh: blocks Candida albicans Rtt109/Vps75 acetyltransferase activity. Q5AAJ8. purified Rtt109/Vps75, ThioGlo CoA-SH fluorescence, 4 h. inhibition, % at 34.9 µM. 330,000 compounds, 0.16% hits;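 active means inhibition of at least 50% in every replicate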
Wnt bcat act: Wnt/beta-catenin pathway activation. activation, % at 9.35 µM. AID 743398. Wnt/beta-catenin reporter cell assay, activator, plate reader. 300,000 compounds, 1.2% hits; in the data active means activation above about 30%, passing the limit was not always enough;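 further: 0% = neutral control wells and 100% = positive control wells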
Tat export inh: E. coli Tat transport inhibition; inhibition, % at 10 µM; E. coli MC4100 TorA-mCherry Tat export, fluorescence; 340,000 compounds, 0.036% hits;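 active means mean replicate inhibition at least 50% and at least half of replicates individually reaching 50%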;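 further: exported cargo escapes ClpAP degradation while cytoplasmic cargo is degraded and loses fluorescence; 0% = median of neutral control wells and 100% = median of NaSCN control wells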
CAL PDZ FP-1: blocks peptide binding to the human CAL PDZ domain | AID 602252 | inhibition, % at 24.9 µM | purified CAL PDZ, TMR-peptide fluorescence polarization, 1 h | 300,000 compounds, 0.92% hits;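 active means mean inhibition of at least 30% with at least half of replicates also reaching 30%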;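 further: 0% = DMSO neutral control and 100% = excess unlabeled competitor peptide PRC23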
CDK5 inh: CDK5/p35 (human) kinase inhibition; Q00535+Q15078; inhibition, % at 10 µM; AID 488839; 330,000 compounds, 0.01% hits; Recombinant CDK5/p35, ADP-Glo luminescence, 60 min;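 active means highest replicate inhibition of at least 50% and at least 75% of replicates reaching 50%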;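 further: plate controls were DMSO neutral control for no effect and GW8510 at 10 µM for full effect; many of its hits are not listed in these tables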
Target sequence (Q00535 whole entry, looked up): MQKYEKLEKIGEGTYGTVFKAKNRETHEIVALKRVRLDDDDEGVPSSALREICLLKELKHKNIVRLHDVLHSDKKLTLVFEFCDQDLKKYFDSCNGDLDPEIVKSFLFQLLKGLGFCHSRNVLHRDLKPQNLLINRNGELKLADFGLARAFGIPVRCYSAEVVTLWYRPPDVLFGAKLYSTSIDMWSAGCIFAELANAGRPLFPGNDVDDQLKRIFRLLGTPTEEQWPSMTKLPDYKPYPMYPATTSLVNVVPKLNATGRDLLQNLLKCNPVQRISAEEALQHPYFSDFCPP
Target sequence (Q15078 whole entry, looked up): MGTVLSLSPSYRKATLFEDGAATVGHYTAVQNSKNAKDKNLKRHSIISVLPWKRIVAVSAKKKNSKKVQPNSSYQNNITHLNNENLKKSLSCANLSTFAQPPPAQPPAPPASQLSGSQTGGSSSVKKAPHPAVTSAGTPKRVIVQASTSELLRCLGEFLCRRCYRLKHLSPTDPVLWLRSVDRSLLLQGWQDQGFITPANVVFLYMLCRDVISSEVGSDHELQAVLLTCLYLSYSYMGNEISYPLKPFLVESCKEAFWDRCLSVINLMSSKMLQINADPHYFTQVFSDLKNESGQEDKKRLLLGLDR
CAL PDZ FP-2: inhibitors of human CAL PDZ peptide binding | purified CAL PDZ, TMR-peptide fluorescence polarization, 1 h | AID 504414 | Q9HD26 | 330,000 compounds, 0.02% hits | inhibition, % at 20 µM;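 active means highest replicate inhibition of at least 40%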;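 further: plate controls were DMSO neutral control wells for no effect and unlabeled competitor peptide control wells for full effect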
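Assay system – tagged CAL PDZ protein CerCALP, purified · Timing – 1 h at RT · Compound – single point, 20 µM · Measured by – fluorescence polarization from S- and P-plane intensities, G-factor corrected · Evaluation – inhibition from polarization loss · Probe or stimulus – TMR reporter peptide T*-PRC34 · Buffer or medium – pH 7.4 phosphate-saline buffer, reducing agent, detergent, IgG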
dFosB act: activators of mouse delta FosB homodimer; P13346; purified delta FosB, TAMRA-CDK5 oligo fluorescence polarization; percent of positive-control signal above neutral wells; activation, % at 25 µM; 340,000 compounds, 0.99% hits;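 active means mean activation above about 17%, with every replicate also reaching it, limit read from the data, passing the limit was not always enough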;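 further: fluorescence polarization rise as delta FosB binds a TAMRA Cdk5 AP-1 oligo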
Target sequence (P13346 whole entry, looked up): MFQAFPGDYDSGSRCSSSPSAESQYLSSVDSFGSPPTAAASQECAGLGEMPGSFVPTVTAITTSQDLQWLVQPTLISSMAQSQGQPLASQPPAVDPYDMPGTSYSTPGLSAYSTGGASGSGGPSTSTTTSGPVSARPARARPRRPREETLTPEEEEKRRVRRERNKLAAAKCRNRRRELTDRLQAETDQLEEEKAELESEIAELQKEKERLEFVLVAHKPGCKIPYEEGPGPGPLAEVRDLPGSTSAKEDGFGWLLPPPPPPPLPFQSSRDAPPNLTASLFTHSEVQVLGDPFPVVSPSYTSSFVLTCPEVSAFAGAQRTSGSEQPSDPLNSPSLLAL
MITF act: MITF TRPM1 promoter activation in melanoma cells | SK-MEL-5 TRPM1-promoter luciferase, 24 h; % of positive control, neutral wells = 0 | activation, % at 12.5 µM | 300,000 compounds, 0.75% hits | AID 588334;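 active means mean activation of at least 80% with every replicate also reaching 80%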;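 further: 0% = neutral control wells and 100% = parthenolide positive control wells; values of inactives mirror those of a sister screen read the other way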
cardiac RTF act: cardiac RTF calcium sensitization; IANBD-labeled TnC RTF fluorescence at EC20 calcium; 0% EC20 calcium, 100% full calcium; activation, % at 7.2 µM; 340,000 compounds, 0.24% hits;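 active means activation above the mean over all tested compounds plus 3 SD, cut at about 30% in these data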;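 further: rise in fluorescence read as greater calcium sensitivity of cardiac thin filaments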
* marks the source's active call; other numbers are inactive results; x = no result given.

SMILES	V-ATPase pHluor	Rtt109 HAT inh	Wnt bcat act	Tat export inh	CAL PDZ FP-1	CDK5 inh	CAL PDZ FP-2	dFosB act	MITF act	cardiac RTF act
Cc1c(N=Cc2cc3c(cc2[N+](=O)[O-])OCO3)cccc1[N+](=O)[O-]	0.1	-10.3	-0.8	-6.8	8.1	0.7	-0.4	-7.8	x	-5.1
Cc1ccccc1NS(=O)(=O)c1ccc(C)c(C(=O)N2CCOCC2)c1	-7.1	-3.4	-2.3	-3.5	-2.0	-1.4	-1.1	-0.6	-8.5	-3.3
Cc1cc(=O)oc2cc(OCC(=O)NCCN3CCOCC3)c(Cl)cc12	5.2	8.6	-2.9	0.3	-0.3	-1.2	-1.0	6.6	-6.5	4.3
O=C(NCCc1nnc2ccc(NCc3ccccc3Cl)nn12)c1ccccc1	-1.0	-6.5	-5.4	0.3	0.5	0.7	-0.2	-9.5	-2.2	2.2
Cc1ccc(C)c(NS(=O)(=O)c2cc(Br)cnc2N)c1	3.5	2.6	x	2.7	-1.7	-0.4	-0.9	-10.6	1.5	2.4
COc1ccc(NC(=O)NCCCN2CCCC2=O)c(OC)c1	5.6	0.8	x	0.1	-5.3	-0.4	0.1	0.8	x	6.9
NC(=O)NOCc1c(Cl)cccc1Cl	-4.5	0.1	-1.4	-3.9	1.5	-2.2	x	-3.7	5.9	-0.1
CN(C)S(=O)(=O)c1ccc2c(c1)C(=NNC(N)=O)c1cc(S(=O)(=O)N(C)C)ccc1-2	-0.8	-1.7	0.2	-6.8	0.6	0.6	-0.9	-0.5	-7.9	3.4
CCOC(=O)Cc1csc(NC(=O)c2cc(OC)cc(OC)c2)n1	8.1	3.3	x	10.9	-17.4	-1.3	0.2	-15.1	-2.7	7.4
COc1ccc(-c2nc(O)c3cnccn23)cc1	3.6	2.2	-1.8	1.7	-3.0	-1.0	-1.9	1.3	4.1	4.3
FC(F)(F)c1cc(-c2ccccc2)nc(-n2cc(Cl)cn2)n1	-0.7	-0.5	-1.6	-6.0	-7.1	-0.6	-0.7	-19.7	4.1	-1.1
CCCC(=O)Nn1cnc2c(c1=O)C1(CCCC1)Cc1ccccc1-2	-1.4	2.0	x	3.7	2.4	0.5	-1.3	-8.1	12.5	-1.7
COc1ccc(NCc2nnc(SCC(=O)NNC(=O)c3ccc(C)cc3)n2C)cc1	5.4	7.1	-0.2	9.2	-4.6	1.3	0.0	2.7	3.2	0.6
CCOc1ccc2cc(C#N)c(SCC(=O)N3CCC(C)CC3)nc2c1	-3.2	-3.7	-5.2	3.7	x	-0.7	-1.5	-25.5	-0.8	4.8
COc1cc(C(=O)OCC(C)=O)cc(NC(=O)c2ccco2)c1OC	1.0	1.9	4.8	1.0	-3.5	0.6	-2.9	2.8	13.2	2.3
c1ccc(Nc2nc(-c3ccncc3)cs2)nc1	1.4	-4.8	x	4.0	-7.3	0.2	-1.4	7.3	60.1	-5.2
CCNC(=O)/C(=C/c1ccco1)NC(=O)/C=C/c1ccccc1	-8.7	13.3	-0.5	-9.9	-1.1	0.8	-0.7	-1.1	x	-1.4
Cc1nc2c3cc(Cl)ccc3n(CCN3CCCCC3)c2s1	1.6	-4.2	x	7.4	-1.5	-0.9	-1.2	10.5	-23.2	5.8
COc1ccc(C(=O)Nc2ccccc2C(=O)NCc2ccco2)cc1OC	-1.4	-0.2	48.2*	3.5	-5.4	-0.1	-4.4	-23.3	x	5.0
CCSc1ccccc1C(=O)Nc1cccc(OC)c1	-1.7	x	x	3.7	-7.9	-2.1	-3.8	-2.6	x	0.1

Some of the entries above in a different format:
Values in the order: V-ATPase pHluor, Rtt109 HAT inh, Wnt bcat act, Tat export inh, CAL PDZ FP-1, CDK5 inh, CAL PDZ FP-2, dFosB act, MITF act, cardiac RTF act
CCOC(=O)Cc1csc(NC(=O)c2cc(OC)cc(OC)c2)n1
 : 8.1, 3.3, x, 10.9, -17.4, -1.3, 0.2, -15.1, -2.7, 7.4
COc1ccc(-c2nc(O)c3cnccn23)cc1
 : 3.6, 2.2, -1.8, 1.7, -3.0, -1.0, -1.9, 1.3, 4.1, 4.3

The listing continues:
SMILES	V-ATPase pHluor	Rtt109 HAT inh	Wnt bcat act	Tat export inh	CAL PDZ FP-1	CDK5 inh	CAL PDZ FP-2	dFosB act	MITF act	cardiac RTF act
COc1ccccc1C(=O)NCCC(=O)NCc1ccccn1	-2.2	-5.7	3.0	-5.5	-4.6	-3.2	0.7	6.9	13.2	-5.5
CCN(CC)S(=O)(=O)c1ccc2[nH]c(=O)cc(C(=O)Nc3ccc(C)c(S(=O)(=O)N(CC)CC)c3)c2c1	1.1	23.5	-7.3	9.0	-3.5	-0.9	-1.1	-2.4	22.9	11.7
COCCN(CC(=O)Nc1ccccc1C(F)(F)F)C(=O)/C=C/c1cc(Cl)c2c(c1)OCO2	3.5	5.3	-1.3	4.4	-75.3	0.7	-0.1	-11.4	3.8	0.8
Cc1noc(C)c1COc1cccc(C(=O)NC(C)(C)C)c1	-3.7	-4.0	0.1	8.5	x	0.4	-0.9	-7.3	-14.4	8.1
NS(=O)(=O)c1ccc(N2CCN(S(=O)(=O)Cc3ccccc3)CC2)nc1	-4.5	-7.7	-1.0	1.9	-5.9	0.7	1.1	2.4	11.4	-1.4
COc1ccccc1N1CCN(C2CCCN(C(=O)CN3CCCC3=O)C2)CC1 (stereo unspecified)	-0.8	-9.3	-0.5	-1.4	-3.1	0.0	0.0	-6.3	-7.5	2.7
CC(=O)c1c(C)[nH]c(C(=O)OCc2ccccc2)c1C	2.7	7.2	26.5	0.7	7.8	1.7	-2.2	-6.8	50.4	4.0
O=C(Nc1ccc(Cl)c(Cl)c1)Nc1nccs1	-1.1	1.8	16.8	0.8	1.1	0.0	-3.9	-3.7	8.9	-4.0
CCCCCCC1CC(CSc2ncn[nH]2)OC1=O (stereo unspecified)	-1.9	9.1	x	-2.7	x	1.1	0.4	-10.5	x	-1.8
CCOC(=O)c1ccc(NC(=O)CSc2nnc(CNC(=O)c3c(F)cccc3Cl)o2)cc1	6.8	7.3	-1.4	-5.8	-1.9	-1.1	-0.2	-11.3	1.5	2.4

5 records drawn at random from the list so far, as already listed:
SMILES	V-ATPase pHluor	Rtt109 HAT inh	Wnt bcat act	Tat export inh	CAL PDZ FP-1	CDK5 inh	CAL PDZ FP-2	dFosB act	MITF act	cardiac RTF act
CCN(CC)S(=O)(=O)c1ccc2[nH]c(=O)cc(C(=O)Nc3ccc(C)c(S(=O)(=O)N(CC)CC)c3)c2c1	1.1	23.5	-7.3	9.0	-3.5	-0.9	-1.1	-2.4	22.9	11.7
NS(=O)(=O)c1ccc(N2CCN(S(=O)(=O)Cc3ccccc3)CC2)nc1	-4.5	-7.7	-1.0	1.9	-5.9	0.7	1.1	2.4	11.4	-1.4
Cc1noc(C)c1COc1cccc(C(=O)NC(C)(C)C)c1	-3.7	-4.0	0.1	8.5	x	0.4	-0.9	-7.3	-14.4	8.1
CCOC(=O)c1ccc(NC(=O)CSc2nnc(CNC(=O)c3c(F)cccc3Cl)o2)cc1	6.8	7.3	-1.4	-5.8	-1.9	-1.1	-0.2	-11.3	1.5	2.4
CCCCCCC1CC(CSc2ncn[nH]2)OC1=O (stereo unspecified)	-1.9	9.1	x	-2.7	x	1.1	0.4	-10.5	x	-1.8

The listing continues.
SMILES	V-ATPase pHluor	Rtt109 HAT inh	Wnt bcat act	Tat export inh	CAL PDZ FP-1	CDK5 inh	CAL PDZ FP-2	dFosB act	MITF act	cardiac RTF act
CCC(=O)c1ccc(OCC(=O)NCC2(N3CCCCC3)CCCCC2)cc1	0.9	x	-1.7	3.5	-5.9	-0.7	-1.7	-5.6	-4.3	10.6
COc1ccc(C(=O)NCC(=O)N2CCc3ccccc3C2)cc1	-1.2	9.7	2.8	8.4	x	0.6	-0.7	1.2	2.2	3.3
O=C(O)C1C2C=CC(C2)C1C(=O)Nc1ccccc1Br (stereo unspecified)	1.7	-4.7	-0.4	0.0	-4.1	-1.3	0.1	4.1	x	-4.8
CCOC(=O)C(CC)Sc1nc2c(c(=O)[nH]c(=O)n2C)n1C/C=C(/C)Cl (stereo unspecified)	0.5	8.5	x	5.0	x	-0.6	-1.8	-5.7	1.9	-0.1
Brc1ccc(OCCOCCOc2cccc3cccnc23)cc1	-1.0	4.1	x	-3.9	7.4	1.0	-1.7	4.5	2.8	-2.0
O=S(=O)(Oc1ccccc1-c1ccccc1)c1ccccc1	0.5	4.4	-2.7	3.0	-3.2	4.1	-0.2	-0.4	-6.9	-1.6
NC(=O)c1oc2ccccc2c1NC(=O)CN1CCCCC1	4.2	0.5	x	3.3	-3.3	-1.1	0.8	-0.4	16.8	-1.4
Cn1cc(S(=O)(=O)Nc2ccc3c(c2)OCCO3)cn1	-3.2	2.9	4.9	-4.3	-5.0	1.2	x	2.7	3.7	-2.2
CCCOC(=O)Cn1cnc2scc(-c3ccc(C)cc3)c2c1=O	-0.1	4.5	1.0	5.4	-7.3	-0.6	x	-0.8	-0.3	0.1
Cc1nnc(-c2ccccc2)[nH]c1=O	-1.9	1.0	-3.1	-0.7	-2.1	1.5	0.1	4.1	-4.2	5.0
Cc1[nH]n(C(C)(C)C)c(=O)c1Sc1ccccc1	-0.5	1.0	-5.2	-7.2	-4.3	-0.6	0.1	4.9	x	-0.4
CCCCc1ccc(NC(=S)Nc2ccc(Nc3ccc(OC)cc3)cc2)cc1	3.4	1.9	-7.5	-7.2	-2.1	0.9	-0.8	-5.3	0.5	0.9
CCOC(=O)C(C(=O)NCc1ccc(F)cc1)c1ncc(C(F)(F)F)cc1Cl (stereo unspecified)	2.6	-2.6	x	-2.6	2.6	-0.5	-0.8	0.3	-6.4	-1.5
COCCn1nnnc1C(c1ccc(OC)cc1OC)N1CCN(c2ccccc2F)CC1 (stereo unspecified)	3.0	4.4	-0.8	0.2	10.9	0.4	x	-10.6	-2.4	1.3
CCOc1ccc(CCNC(=O)C2CCN(S(=O)(=O)N3CC(C)CC(C)C3)CC2)cc1OCC (stereo unspecified)	1.7	4.9	0.3	-7.9	-7.5	-1.2	-1.4	1.9	-3.8	-5.1
N#CCC(=O)Nc1ccc(C(=O)Nc2cccnc2)cc1	1.9	-3.5	0.5	-3.4	-7.7	-0.6	-0.6	-3.0	7.0	0.2
CSc1nc(N)nc2c1ncn2CC(=O)NCCCc1ccccc1	-1.4	1.8	-1.3	-4.2	-3.9	3.0	-0.6	11.3	-3.0	-6.3
CSC1=NC2(C)CCCCC2C12C=CC(=O)C=C2 (stereo unspecified)	-3.2	-3.4	-0.4	-3.6	4.3	-1.4	1.0	-5.1	-3.7	2.6
O=C(Nc1sc2c(c1C(=O)NC1CCCCC1)CCC2)c1ccco1	-1.2	-3.4	-3.9	2.9	-2.1	-0.5	0.0	-5.4	-1.1	-3.6
CCOc1ccc(NC(=O)Nc2ccc3c(c2)CCC3)cc1	4.7	-10.5	1.4	18.6	x	-1.3	-5.3	-6.2	57.2	-3.4
CCN(CCNC(=O)CN(C)S(=O)(=O)c1cccc2nsnc12)c1ccccc1	-1.0	1.1	x	-6.5	-1.3	4.0	-3.4	-1.1	-2.0	6.6
CC(C(=O)N1CCOCCOCCOCC1)N1C(=O)c2ccccc2C1=O (stereo unspecified)	2.8	11.9	-1.4	-6.8	-0.6	-2.5	-2.8	-4.7	-2.6	-6.0
